Screens (PubChem BioAssay)
aSyn rescue: inhibitors of alpha-synuclein toxicity in yeast; hit rate 0.14% among 370,000; Yeast expressing alpha-synuclein, growth rescue, BacTiter-Glo, 24 h; Potency, µM (highest dose often 46.1 µM), for inactives: at the highest dose growth rescue (activation), most hits filed as activators; AID 652106; also: potency is read from the fitted curve at half-maximal effect; % of control where 0% means no effect; nearly all actives have a fitted effect of over 65% in size
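Galactose-induced alpha-syn yeast (OD600=0.02, raffinose-pregrown) + pinned cpd, 24 hr, 30 deg C; growth by BacTiter-Glo luminescence. Growth restoration scores as activation.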
DRD3 antagonist: D3 dopamine receptor (human) antagonism; hit rate 2.5% among 360,000; P35462; max response, negative = inhibition, %; D3R cells, DiscoveRx beta-arrestin luminescence, antagonist mode; stronger effect = lower value; in the data active = max response below about -50%; inconclusive = no clear call, values can overlap the other calls; also: % is scaled to controls: 0 for no effect and ±100 for the full control effect; mostly tested at two doses, the higher about 12 µM
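Cells expressing the human receptor were seeded at 1500 cells/well, incubated overnight at 37 degrees C in 5% CO2, then exposed to library compounds with dopamine controls for 90 minutes at 37 degrees C before luminescent detection.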
TDP-43 yeast inh: rescues yeast growth from TDP-43 toxicity | TDP-43 expressing yeast growth rescue, BacTiter-Glo, 24 h | Potency, µM (highest dose often 46.1 µM), for the others: top-dose growth rescue (activation), most hits filed as activators | hit rate 1.8% among 410,000; also: potency is read from the fitted curve at half-maximal effect; % of control where 0% means no effect; nearly all actives have a fitted effect of over 50% in size
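Readout is BacTiter-Glo luminescence of cell growth, so inhibitors register as activators. TDP-43-expressing yeast at OD600=0.02 in galactose medium, after raffinose pregrowth to mid-log, were incubated with compound for 24 hr at 30 deg C.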
PTHR1 agonist: activates the human parathyroid hormone receptor PTHR1. Q03431. HEK293 GP2 PTHR1 cells, GloSensor cAMP luminescence, 1 h. Potency, µM (titrated, usually from 115 µM), without a hit: at the top dose activation, hits mostly activators. hit rate 0.075% among 410,000. AID 743266; also: potency is read from the fitted curve at half-maximal effect; nearly all actives have a fitted effect of over 55% in size; some results filed as inactive show a strong effect at the top dose; inactives centre near -15; many of its hits are not listed in these tables
Target sequence (Q03431 whole entry, looked up): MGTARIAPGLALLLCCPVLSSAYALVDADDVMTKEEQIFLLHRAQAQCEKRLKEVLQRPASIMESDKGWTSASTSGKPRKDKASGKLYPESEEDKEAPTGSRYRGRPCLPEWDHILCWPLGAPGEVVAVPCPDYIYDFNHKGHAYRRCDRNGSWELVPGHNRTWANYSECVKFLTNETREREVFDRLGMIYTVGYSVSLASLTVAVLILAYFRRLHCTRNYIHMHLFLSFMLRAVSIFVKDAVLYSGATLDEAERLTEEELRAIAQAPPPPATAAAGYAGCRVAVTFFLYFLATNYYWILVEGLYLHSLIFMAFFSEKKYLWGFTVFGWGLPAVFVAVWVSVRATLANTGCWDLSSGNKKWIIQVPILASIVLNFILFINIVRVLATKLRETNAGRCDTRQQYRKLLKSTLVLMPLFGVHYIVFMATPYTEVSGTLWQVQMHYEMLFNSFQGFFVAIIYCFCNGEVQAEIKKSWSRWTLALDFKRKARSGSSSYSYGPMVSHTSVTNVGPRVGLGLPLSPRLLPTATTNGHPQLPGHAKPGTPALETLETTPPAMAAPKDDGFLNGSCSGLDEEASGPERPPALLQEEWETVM
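HEK-293-derived GP2 cells expressing PTHR1 and a GloSensor cAMP reporter, 3,000/well, plated overnight, given luciferin plus IBMX (each 0.5 mM as added) for 1 h at 37 °C, then compound for 1 h at 37 °C. Luminescence was read after 15 min at room temperature.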
GLP-1R agonist: GLP-1 receptor (human) agonism. P43220. HEK293 GLP-1R CRE-luciferase, luminescence, 4-6 h; cells express a hypersensitive GLP-1R form. Potency, µM (highest dose often 45.6 µM), without a hit: top-dose activation, actives largely listed as activators. hit rate 0.007% among 380,000; also: potency is read from the fitted curve at half-maximal effect; % of control where 0% means no effect
Target sequence (P43220 whole entry, looked up): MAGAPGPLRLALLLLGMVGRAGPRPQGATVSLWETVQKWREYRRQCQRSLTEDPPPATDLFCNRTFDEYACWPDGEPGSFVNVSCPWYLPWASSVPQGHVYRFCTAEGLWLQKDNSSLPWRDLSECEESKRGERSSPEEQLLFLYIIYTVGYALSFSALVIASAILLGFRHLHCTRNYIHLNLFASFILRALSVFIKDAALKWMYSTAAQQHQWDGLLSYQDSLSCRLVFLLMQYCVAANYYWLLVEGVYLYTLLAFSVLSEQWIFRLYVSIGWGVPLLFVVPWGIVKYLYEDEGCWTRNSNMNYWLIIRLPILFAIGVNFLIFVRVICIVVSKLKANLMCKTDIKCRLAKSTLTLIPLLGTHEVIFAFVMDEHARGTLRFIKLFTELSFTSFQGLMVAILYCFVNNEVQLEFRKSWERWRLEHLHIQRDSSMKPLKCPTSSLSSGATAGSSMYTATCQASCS
GLP-1R inv ag: acts as inverse agonist at human GLP-1 receptor | hit rate 1.6% among 410,000 | HEK293 GLP-1R CRE-luciferase, luminescence, 24 h; GLP-1R form is constitutively active | Potency, µM (highest dose often 38.3 µM), for inactives: at the top dose activity change, negative = inhibition, hits mostly inhibitors | AID 624417; also: potency is read from the fitted curve at half-maximal effect; % is scaled to controls: 0 for no effect and ±100 for the full control effect; nearly all actives have a fitted effect of over 55% in size
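Inverse agonists were sought by their lowering of basal cAMP reporter luciferase output in HEK293 cells stably carrying constitutively active human GLP-1R, after 24 h compound treatment.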
pAkt inh: blocks phosphorylation of Akt | Neuro2A IGF-stimulated pAkt S473 HTRF, 20 min; stronger effect = lower value | activity change, % for hits at 50 µM | hit rate 0.32% among 360,000 | AID 651550; in the data active = activity change below about -80%; inconclusive = mostly about -51% to -80%; also: % is scaled to controls: 0 for no effect and ±100 for the full control effect
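Single-point screen (50 µM final compound) in Neuro2A cells stimulated 20 min with 6 nM IGF at 37 deg C. After lysis, Ser473-phosphorylated Akt read by HTRF (ex 330 nm, em 615/665 nm) as the 665/615 ratio.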
Abeta rescue: restores growth of yeast expressing A-beta42 peptide; Potency, µM (top dose mostly 46.1 µM), without a hit: top-dose growth rescue, most hits filed as activators; hit rate 0.063% among 410,000; yeast expressing A-beta42, growth rescue, OD600, 48 h; response scale: 0% DMSO, 100% iron-clioquinol control; also: potency is read from the fitted curve at half-maximal effect; nearly all actives have a fitted effect of over 55% in size
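Growth rescue measured by 600 nm absorbance after 48 h yeast culture at 30 C with compound. Values normalized between DMSO and an equimolar ferric chloride plus clioquinol control.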
FUS yeast rescue: FUS proteinopathy suppression in yeast; AID 1347120; hit rate 0.24% among 390,000; Potency, µM (top dose mostly 76.6 µM), for inactives: top-dose growth rescue (activation), hits mostly activators; S. cerevisiae FUS-expressing, growth rescue, OD600, 24 h;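 also: potency is read from the fitted curve at half-maximal effect; plate controls were DMSO vehicle for no effect and reference control for full effect; nearly all actives have a fitted effect of over 55% in size; some results filed as inactive show a strong effect at the top dose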
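S. cerevisiae expressing FUS from galactose induction served as the toxicity model. Growth after 24hr at 30C, read as absorbance at 600 nm, indicates suppression of toxicity; compounds dosed at several concentrations.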
* hit, by the source's call; i = inactive; ? = inconclusive; . = no result given; & = joins results of further samples; [ ] = remark or other dose. Unless noted, calls follow the shape of the dose curve; as a rule, active = well fitted curve in the direction sought with a large enough effect; inconclusive = small, poorly fitted or top-dose-only effect, or another doubt; inactive = no such curve, though single readings can be large; an effect the other way counts as inactive or inconclusive. A portion of the library, so the mix of outcomes need not match the whole.

Compound	aSyn rescue	DRD3 antagonist	TDP-43 yeast inh	PTHR1 agonist	GLP-1R agonist	GLP-1R inv ag	pAkt inh	Abeta rescue	FUS yeast rescue
Cc1cc2nnn(-c3nnc(-c4ccccc4)c4ccccc34)c2cc1C	6.8%	22.1	-10.7%	22.0%[57.5 µM]	4.9%	-3.3%	i	25.5%	0.0%
COc1ccc(OC)c(-c2nc(CN3CCCCC3c3cccnc3)c(C)o2)c1 (stereo unspecified)	-25.6%	13.0	-7.3%[9.22 µM]	i	14.1%	4.4%[7.66 µM]	i	-7.4%	-1.6%
CN(C)CCNC(=O)C1Cc2c(-c3ccccc3Oc3ccccc3)ccnc2O1 (stereo unspecified)	-14.0%	-22.6	-6.7%	-4.3%	3.3%	?	i	-1.1%	-0.8%
Cc1csc2nc(COC(=O)CNC(=O)c3ccccc3Cl)cc(=O)n12	.	.	12.2%	?	.	14.7%	.	-8.9%	0.4%
COC(=O)C1=C(C)Nc2ncnn2C1c1ccc(OCc2ccccc2)cc1 (stereo unspecified)	0.5%	6.4	-6.3%	-1.9%[57.5 µM]	5.8%	0.5%	i	0.7%	-2.3%
CCOc1cc(-c2noc(-c3cccnc3)n2)ccc1OC	-0.6%	9.9	?	-24.1%[57.5 µM]	1.1%	72.5%[activator]	i	4.7%	-3.4%
Cc1cc(C)cc(N(CC(=O)NC2CCCCC2)C(=O)c2csnn2)c1	-2.4%	-8.8	-16.3%	i	2.0%	-12.8%	i	0.4%	10.7%
COC(=O)c1cc(S(=O)(=O)Nc2cc(OC)cc(OC)c2)c[nH]1	0.3%	-6.1	-5.9%	-3.5%	-3.7%	8.9%	i	3.2%	10.5%
O=C(O)c1ccc(C=NN2CCCCCC2)cc1	10.9%	-16.5	-5.5%	i	4.1%	-2.0%	i	-8.7%	.
COc1ccc(C2=NCCc3cc(OC)c(OC)cc32)cc1OC	?	-8.1	-2.7%	i	?	68.7%[activator]	i	-8.4%	.
COCCN=c1scc(-c2ccco2)n1/N=C/c1ccc(O)c(O)c1O	2.7%	19.0	?	-6.9%	8.8%	26.8%	i	-26.7%	32.2%
CCCCCCCCCCCC(=O)N/N=C/c1ccco1	23.8%	-8.9	13.3%	i	-7.9%	0.0%	i	25.2%	13.4%
CC1CCCC(NC(=O)COC(=O)Cc2cn3ccsc3n2)C1C (stereo unspecified)	4.9%	17.0	5.0%	-10.1%	-0.7%	14.1%	i	9.8%	36.7%
CSc1nnc(CNC(=O)C23CC4CC(CC(C4)C2)C3)n1Cc1ccccc1	0.3%	6.7	2.8%	i	22.8%	-5.9%	i	9.1%	14.4%
Cc1ccc(S(=O)(=O)N(C)CC(=O)OCC(=O)c2ccc3c(c2)NC(=O)CO3)cc1	0.4%	5.8	-2.4%	i	6.3%	16.5%	i	0.5%	34.1%
COCc1nc2sc3c(c2c(=O)[nH]1)CCCC3	-20.4%	17.8	8.9%	i	5.8%	-3.9%	i	-32.0%	.
CCc1nnc(NC(=O)c2ccc(OC)cc2)s1	-1.8%	0.6	16.5%	-19.0%	-9.4%	17.0%[0.307 µM]	i	-2.3%	-7.5%
O=C(CN1CCN(Cc2ccccc2)CC1)Nc1ccc([N+](=O)[O-])cc1C(=O)Nc1ccccc1F	3.9%	55.8	6.3%	0.0%	-1.6%	?	i	-1.9%	2.0%
CCCCC[C@H]1CN(Cc2ccccc2)C(=O)[C@@H]1CC(=O)NCc1ccc(OC)cc1	7.6%	16.0	10.7%	-5.5%	9.8%	?	i	3.1%	30.9%
Oc1ccc(CNc2ccccc2)c2cccnc12	-5.9%	9.6	?	i	-10.3%	6.31µM*	i	?	19.8%
Cc1cc(O)c(-c2cc(C(=O)NCc3ccc4c(c3)OCO4)[nH]n2)cc1C	-1.2%	0.0	-11.5%	?	-19.5%	7.2%	i	10.4%	13.4%
CCOc1ccc2nc(NCCCNS(=O)(=O)c3ccc(F)cc3)c(C#N)cc2c1	-1.8%	25.9	-19.5%	-39.5%[inhibitor]	13.2%	4.1%	i	-3.2%	10.8%
Cc1ccc(NC(=O)CN2C(=O)CCSc3ccc(S(=O)(=O)N4CCCC4)cc32)cc1	2.3%	-14.5	-4.0%&21.4%	-5.4%&-14.2%	-1.4%	?	i	5.6%&5.8%	26.1%&-14.2%
COc1ccc(Cc2nnc(NN)[nH]c2=O)cc1OC	-1.0%	3.6	9.0%	i	0.2%	-21.9%	i	1.5%	11.6%
CCc1c(C)sc(NC(=O)/C=C/C(=O)O)c1C(N)=O	-4.6%	0.7	9.6%	i	-8.2%	-10.9%	i	-7.7%	-34.6%

Taken from above:
Oc1ccc(CNc2ccccc2)c2cccnc12 in GLP-1R agonist reads -10.3%
O=C(O)c1ccc(C=NN2CCCCCC2)cc1 in DRD3 antagonist reads -16.5

Next results:
Compound	aSyn rescue	DRD3 antagonist	TDP-43 yeast inh	PTHR1 agonist	GLP-1R agonist	GLP-1R inv ag	pAkt inh	Abeta rescue	FUS yeast rescue
O=C(c1ccccc1)c1ccc(OC(=O)N2CCCC2)cc1	-12.3%	14.8	11.2µM*	-7.0%[57.5 µM]	6.1%	?	i	-16.7%	6.8%
COc1ccc(S(=O)(=O)Nc2ccc3c(c2)COC3=O)cc1OC	.	25.5	3.1%	-10.1%	5.3%	9.4%	.	8.3%	-8.0%
CCN1CCN(C(=O)CN(c2cc(OC)ccc2OC)S(C)(=O)=O)CC1	-12.3%	-1.1	5.5%	i	-6.5%	4.4%	i	14.2%	2.5%
COC(=O)c1ccncc1N	-3.8%	-11.0	-10.0%	i	4.4%	-10.1%	i	-4.1%	-15.4%
O=C(Nc1ccc(F)cc1)/C(Cl)=C/c1ccccc1	-17.6%	-10.7	20.7%	-86.0%	6.6%	?	i	-26.9%	21.9%
CCc1ccc(Nc2nnc(SCC(=O)NC(=O)c3cccn3C)s2)cc1	-2.9%	-28.1	3.8%	-41.2%[inhibitor]	-4.2%	19.3%	i	-3.5%	?
Cc1ccc(CNC(=O)C2CCCN(c3cnccn3)C2)cc1 (stereo unspecified)	-4.9%	0.4	12.5%	i	4.8%	6.2%	i	.	-14.3%
O=C(c1ccc(Cl)c(S(=O)(=O)N2CCCCCC2)c1)N1CCCCC1	1.6%	-1.7	22.9%	i	6.3%	?	i	-21.2%	12.2%
O=C(COC(=O)c1ccc[n+]([O-])c1)Nc1ccc([N+](=O)[O-])cc1Cl	6.4%	8.1	28.2%	-0.4%	1.1%	0.6%	i	2.7%	.
Cc1ccc(/C=C/C(=O)N2CCN(S(=O)(=O)c3ccc(C)c(C)c3)CC2)o1	?	?	26.5%	-29.1%	-2.7%	?	i	-50.0%[inhibitor]	.
O=C(N/C=N/O)C(c1ccccc1)c1ncc(C(F)(F)F)cc1Cl (stereo unspecified)	8.9%	5.6	16.6%	i	3.5%	?	i	11.1%	6.5%
CSc1ccccc1NC(=O)CN(C)C(=O)Cn1c(=O)oc2ccccc21	-5.8%	-4.3	-11.3%	i	11.4%	?	i	-3.5%	-1.8%
CCOC(=O)[C@H]1[C@H]2COc3ccc(OC)cc3[C@@H]2N2C(=O)c3ccc(Cl)cc3NC(=O)[C@@]12C	1.0%	?	1.7%	-7.0%	3.2%	-20.0%	i	-4.7%	?
CNC(=S)NNC(=O)COc1ccc(C)c(C)c1	7.5%	-12.1	-1.5%	-21.5%	5.3%	-18.5%	i	5.4%	9.4%
COc1ccccc1-c1cc(NC(C)=O)c2ncc(-c3cccc(C(F)(F)F)c3)n2c1	7.6%	30.0	?	i	17.6%	?	i	10.0%	21.5%
COc1ccc(S(=O)(=O)CCC(=O)N2CCN(c3cccc(Cl)c3)CC2)cc1	14.0%	26.8	9.9%	-5.5%	0.9%	-35.9%	i	0.5%	5.6%
CCOC(=O)N(C)c1c(CC)nc2c(OCc3ccccc3C)cccn12	-12.0%	0.0	11.2%	-24.6%	9.3%	?	i	6.5%	-9.0%
CCOC(=O)c1csc(COc2ccc(OC)cc2)n1	5.6%	2.6	1.4%	-20.5%	6.6%	?	i	-3.0%	-6.1%
CC1(C(=O)N/N=C/c2ccccc2)CC1(Br)Br (stereo unspecified)	14.4%	0.0	4.3%	-10.8%	-0.2%	?	i	12.2%	13.6%
Cc1ccc(OC(=O)N(C)C[C@@H]2OCc3cn(nn3)CCCC(=O)N([C@H](C)CO)C[C@H]2C)cc1	-0.5%	-18.3	-1.1%	-22.0%	-4.0%	14.7%	i	4.2%	-19.4%
COc1ccc(NC(=O)c2oc3ccccc3c2NC(=O)C2CC2)cc1OC	-2.0%	11.6	18.6%	-5.7%	14.8%	-23.7%	i	3.3%	35.8%
CCOC(=O)C1CN(S(=O)(=O)c2ccccc2)C1	0.5%	10.8	-2.0%	i	-4.5%	7.3%	i	3.7%	2.6%
O=C(C1CCC(Cn2c(=O)c3sccc3n(Cc3ccccc3)c2=O)CC1)N1CCCCC1 (stereo unspecified)	.	.	-15.8%	-74.7%[inhibitor]	.	5.4%	.	-13.1%	-13.2%
Oc1c(CN2CCCC(C(F)(F)F)C2)cc(Cl)c2ccccc12 (stereo unspecified)	-22.6%	-16.4	5.1%	-4.2%	9.7%	?	i	-15.0%	19.1%
COc1ccc(C)cc1S(=O)(=O)N1CCN(Cc2ccccc2)CC1	-1.4%	-12.9	-10.0%	-19.3%[57.5 µM]	-3.0%	-7.2%	i	-15.3%	20.4%
C/C(=N\NC(=O)c1cccc2ccccc12)c1cccs1	-2.0%	-14.9	15.6%	-13.0%	3.5%	8.0%	i	-6.1%	1.2%
